Compound activity: PubChem, several laboratories
MT stabilizer – microtubule stabilization, imaging screen | HeLa tubulin immunostaining HCS, 24 h; share of cells brighter than vehicle mean+2SD | % tubulin-high responders, % at 10 µM | 200,000 compounds, 0.83% hits | AID 2205;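 active = plate Z-score above 3 for both tubulin-high and condensed-nucleus cell shares, with cell loss under 80%, at 10 µM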;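 also: anti alpha tubulin signal scored within the nucleus-defined area of each cell; some results filed as inactive read as strong as hits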
Ins promoter up – MIN6 insulin promoter up-regulation. MIN6 insulin promoter-GFP reporter, high-content imaging; active compounds read high. z-score at 5 µM. 190,000 compounds, 0.3% hits;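 active = z-score above 3 at 5 µM with at least 500 cells counted in the well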
Autophagy mod – modulators of autophagy. MEF GFP-LC3 puncta imaging; test concentration mostly 10 µM. calls only at 10 µM (by protocol). 190,000 compounds, 0.98% hits. AID 463193;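 active = percentage of spot-positive cells more than 3 SD above its plate mean, without a fluorescence outlier flag or 80% toxicity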;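 also: spot-positive cell cutoff set from DMSO-treated cells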
P. falciparum M17LAP – P. falciparum M17LAP inhibitors, primary screen, biochemical, fluorogenic H-Leu-NHMec substrate, 1536-well (AID 1619); inhibition, % at 30 µM, or IC50 in µM where a hit was titrated; 220,000 compounds, 0.38% hits; recombinant M17LAP, H-Leu-NHMec fluorogenic kinetic assay; higher % means a stronger effect;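 active = compound inhibiting the enzyme by more than half at any dose during confirmatory dose-response retesting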;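 also: plate controls were full reaction with DMSO carrier for no effect and no enzyme background for full effect; strong numbers were not always called active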
HEK293 NOD2/NF-kB – inhibition of NOD2-driven NF-kB reporter – cell-based, luminescence, uHTS, HEK293 (AID 1566) | HEK293 NOD2/NF-kB luciferase reporter, luminescence; higher % means a stronger effect | inhibition, % at 4 µM, or EC50 in µM where a hit was titrated | 290,000 compounds, 0.63% hits; in the data active = inhibition above about 50%; also: many of its hits are not listed in these tables
bCat nuc transl – beta-catenin nuclear translocation modulation. HeLa beta-catenin nuclear translocation, immunofluorescence imaging. nuclear translocation activity, % at 5 µM. 190,000 compounds, 0.3% hits;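 active = nuclear translocation activity above 50% at 5 µM, with a well cell count of 50 or more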;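 also: per-cell ratio of nuclear to cytoplasmic median beta-catenin stain intensity; plate controls were DMSO negative control for no effect and GSK-3 inhibitor IX positive control for full effect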
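Test system: HeLa cells, endogenous beta-catenin; Compound: single 5 µM dose plus 0.02–20 µM confirmation series; Times: compound exposure 24 h at 37°C; Signal: fluorescence imaging of beta-catenin antibody stain plus DAPI; Read-out: % activation, nuclear-to-cytoplasmic median beta-catenin signal ratio per cell.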
NOD1 inhibition – inhibition of NOD1-driven NF-kB reporter – cell-based, luminescence, uHTS, primary screen (AID 1578). inhibition, % at 4 µM; hits with a dose series show EC50 in µM. NOD1-driven NF-kB luciferase reporter cells, luminescence; higher % means a stronger effect. 290,000 compounds, 1% hits; in the data active = inhibition mostly above about 36%, no sharp cut-off; inactive = mostly below about 34%;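 also: HEK-293T reporter cells stimulated with the NOD1 agonist gamma-tri-DAP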
Dynein transport – dynein cargo transport inhibition; 3617.4 mouse cells, GR-EGFP nuclear translocation imaging; test concentration mostly 20 µM; stimulated with dexamethasone, 1 µM; active compounds read low; z-score, hits read low; 220,000 compounds, 0.47% hits; AID 1381;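 active = plate z-score of nuclear minus cytoplasmic receptor signal below a set negative limit, without overly bright fluorescence or cell loss, cut at about -3.5 in these data, passing the limit was not always enough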;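 also: z-score of nuclear minus cytoplasmic ring GR-EGFP intensity difference per well; some compounds called inactive have numbers as strong as hits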
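Buffer or medium: tet-free medium with charcoal-stripped serum / Also added: dexamethasone agonist, 1.0 µM final, for 30 min / Timing: induction 48 h, compound 1 h, agonist 30 min / Measured by: high-content fluorescence imaging after fixation / Read-out: nuclear-to-cytoplasmic GR-EGFP distribution per well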
Yfh1-depleted yeast – enhancers of respiration in Yfh1-depleted yeast, dose response, Friedreich's ataxia, plus single-dose screen (AID 1465); 220,000 compounds, 0.074% hits; S. cerevisiae Yfh1-off respiration, WST-1 reduction, 72 h; higher fold induction means a stronger effect; fold induction at 50 µM, or EC50 in µM where a hit was titrated;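 active = fold induction of absorbance versus untreated yeast above a set limit, then at least 30% activation at any dose in follow-up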;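 also: activators that raise dye reduction in frataxin-depleted yeast; strong numbers were not always called active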
Dynein transport cytoplasmic EGFP – second read-out of Dynein transport, no call of its own (marks repeat the call); z-score; measured here: cytoplasmic GR-EGFP intensity; active compounds read high
Dynein transport nuclear GR-EGFP – second read-out of Dynein transport, no call of its own (marks repeat the call); z-score; measured here: nuclear GR-EGFP intensity;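 lower value marks the stronger effect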
Dynein transport cell count – second read-out of Dynein transport, no call of its own (marks repeat the call); z-score; measured here: cell count per field
Ins promoter up cell count – recorded beside Ins promoter up, whose call it bears; cell count; measured here: cytotoxicity, nuclei count;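 total cells summed across four imaged fields per well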
bCat nuc transl cell count 5 µM – further read-out of bCat nuc transl, marked with its call; cell count; measured here: cell count, cytotoxicity flag
MT stabilizer Hoechst-high % – also measured in MT stabilizer; calls as there; % Hoechst-high responders; measured here: nuclear condensation Hoechst responders;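 share of cells brighter than vehicle mean plus two SD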
MT stabilizer cytotoxicity % – also measured in MT stabilizer; calls as there; toxicity, %; measured here: cytotoxicity by cell density;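 0% = mean cell density of plate MIN control wells and 100% = no cells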
Autophagy mod cell loss 18 h – recorded beside Autophagy mod, whose call it bears; toxicity, %; measured here: cell loss, nuclei count;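 cell loss after 18 h compound exposure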
* = called active by the depositor; i = inactive; . = no result given. The list is partial (hit frequency here may not be typical).

structure,MT stabilizer,MT stabilizer Hoechst-high %,MT stabilizer cytotoxicity %,Ins promoter up,Ins promoter up cell count,Autophagy mod,Autophagy mod cell loss 18 h,P. falciparum M17LAP,HEK293 NOD2/NF-kB,bCat nuc transl,bCat nuc transl cell count 5 µM,NOD1 inhibition,Dynein transport,Dynein transport cytoplasmic EGFP,Dynein transport nuclear GR-EGFP,Dynein transport cell count,Yfh1-depleted yeast
CCCCCC1CC(CC/C(C)=N/NC(N)=O)C(=O)O1 (stereo not given),.,.,.,-0.23,1010,.,.,.,12%,-1.9,1335,-6%,0.75,-0.13,0.91,-0.21,.
CC1(C)CN=C(N2CCN(C3=NCC(C)(C)S3)CC2)S1,.,.,.,-0.12,1279,.,.,.,-7%,0.0,1141,5%,.,.,.,.,.
CC(=O)Nc1ccc(C(=O)N2CCCC2)cc1,3.7,1.6,4.9,-0.33,1484,i,-3,-6%,11%,-1.4,1292,1%,-1,-0.19,-0.33,0.38,i
COC(=O)c1sc(S(=O)(=O)N2CCN(c3ccccc3)CC2)c(C(=O)OC)c1C,5.1,2.4,1.6,-0.61,1917,i,-8,-5%,3%,-1.1,1080,1%,0.33,-0.2,0.16,0.35,i
N#Cc1c(NC(=O)c2cccc(S(=O)(=O)Nc3ccc(C(=O)O)cc3)c2)sc2c1CCCC2,.,.,.,0.03,1058,.,.,29%,-7%,1.6,1297,-5%,-0.16,-0.24,-0.055,0.51,i
COc1ccc(S(=O)(=O)N2CCN(S(=O)(=O)c3ccc4c(c3)OCCO4)CC2)cc1,2.3,2.2,1.6,-0.44,1436,i,-2,4%,2%,1.6,1183,-29%,-0.64,-0.2,-0.19,0.99,i
Cc1cc2ccccc2cc1CN1CCOCC1,5.7,3.0,5.7,0.75,1298,i,10,0%,3%,-1.0,1054,0%,-1.2,-0.32,-0.91,0.01,i
CC1(C)CC(=O)C2=C(C1)N(CCN1CCOCC1)C1=C(C(=O)CC(C)(C)C1)C2c1cccc(Cl)c1,2.3,1.5,4.7,-0.63,1656,i,4,-97%,13%,0.4,1326,6%,-0.41,-0.37,-0.18,0.02,i
CCC1Oc2ccc(C)cc2N(CC(=O)NCCN2C(C)CCCC2C)C1=O (stereo not given),3.7,2.6,9.3,-0.23,1396,i,-13,0%,0%,.,.,-13%,1.1,-0.2,1.1,0.1,i
CC1=NCCN1CCNC(=O)Nc1ccc(C(C)(C)C)cc1,.,.,.,0.7,1454,.,.,-3%,10%,-1.8,1053,-13%,0.46,-0.22,0.15,-0.84,i
Cc1ccc2c(c1)N(Cc1ccc3c(c1)OCO3)C(=O)C(C)O2 (stereo not given),2.8,2.1,3.5,0.5,1339,i,6,7%,-21%,-5.6,963,-18%,-0.053,-0.38,-0.45,0.88,i
COC(=O)c1ccc(CSc2ccc3nnc(-c4ccccc4)n3n2)o1,2.5,3.3,0.8,1.4,1898,i,7,5%,20%,1.6,1069,10%,-0.71,-0.25,-0.22,0.69,i
CC1(C)SC(=S)N(Cc2ccc3c(c2)OCO3)C1N(O)C(=O)NC1CCCCC1 (stereo not given),2.2,1.4,4.9,-0.15,1306,i,7,6%,-2%,0.3,1444,.,0.26,-0.21,0.25,0.075,i
Cc1coc(C)c1C(=O)CC1(O)C(=O)N(Cc2ccccc2)c2ccccc21 (stereo not given),3.8,1.5,6.7,-0.27,1242,i,-3,42%,-25%,-3.8,1226,19%,0.53,-0.2,0.15,-0.88,i
Cc1cc(C)nc(N(C#N)CC(=O)Nc2ccccc2)n1,2.5,2.8,5.1,0.4,1410,i,9,5%,-1%,-1.7,975,-13%,-0.52,-0.27,0.063,0.59,i
Nc1ccc(N2CCOCC2)c2nonc12,6.2,3.5,0.6,-0.32,1526,i,1,4%,12%,-0.5,1096,-38%,1.3,-0.27,0.019,-1.7,i
Cc1nc2ccc(N)cc2s1,4.2,1.8,1.4,-1.1,2017,i,7,-2%,5%,-1.4,1100,0%,-0.77,-0.25,-0.34,0.38,i
O=C(/C=C1\C(=O)Nc2ccccc21)/C=C1\C(=O)Nc2ccccc21,.,.,.,-0.29,1108,.,.,1%,9%,25,747,15%,-4.4*,1.2*,-2.5*,0.27*,i
COc1ccc(/C=N/NC(=O)c2nn(-c3ccc(Cl)cc3)c(=O)c3c(N)scc23)cc1,2.1,3.0,8.8,-0.75,779,i,-1,26%,8%,-1.9,1228,-7%,-0.48,-0.24,-0.28,0.46,i
O=C(O)/C=C/c1cccnc1,.,.,.,0.03,1398,.,.,-8%,2%,0.9,1280,-4%,-1.1,-0.25,-0.63,1.2,i
NC(=O)/C=C\c1cn(-c2ccccc2)nc1-c1ccc2c(c1)OCCO2,3.4,3.4,2.3,-0.05,1326,i,-9,2%,6%,-0.2,992,-18%,-0.25,-0.11,0.05,0.26,i
COc1cc(S(=O)(=O)N2CCN(c3ccccc3)CC2)ccc1Cl,3.3,2.7,7.2,0.37,1231,i,2,2%,17%,0.3,892,9%,-1.3,-0.17,-0.69,1.9,i
Cc1cc(=O)n(C)c(=O)n1CC(=O)N1CCCCCC1,1.7,3.1,23,.,.,i,-13,10%,-18%,.,.,10%,0.2,0.11,0.46,0.17,i
Cc1cnn(-c2cc(Oc3ccccc3)ncn2)c1,2.7,2.2,4.3,0.8,1000,i,-9,3%,-64%,2.3,1195,-28%,-0.55,-0.21,-0.28,1,i
CCC(C)(C)NC(=O)C(c1ccc(OC)cc1)N(CCOC)C(=O)CCC(=O)Nc1nccs1 (stereo not given),1.0,1.5,9.7,-0.03,1486,i,-8,-1%,-11%,-0.4,1438,-7%,-0.95,-0.3,-0.92,1,i
Cc1ccc(NC(=O)CN2CCN(CCN=CC3=C(O)CC(C)(C)CC3=O)CC2)cc1,3.5,1.7,9.5,0.63,1268,i,3,11%,16%,-2.1,1349,.,0.16,-0.24,-0.75,0.89,i
O=C(COC(=O)CC1CCCC1)Nc1cc2c(cc1Cl)C(=O)c1ccccc1C2=O,2.6,0.8,8.8,-0.36,835,i,-3,-13%,-10%,.,.,-86%,1.1,2.4,1.3,0.33,i
NC(=O)CCN1CCN(Cc2cn[nH]c2-c2cccc3ccccc23)CC1,4.0,2.2,2.2,-0.27,1464,i,-31,-9%,11%,2.2,947,-30%,-0.71,-0.29,-0.46,1.3,i
Cc1ccc2[nH]c3c(=O)n(CCN4CCNCC4)cnc3c2c1,5.2,2.0,1.4,0.73,1856,i,8,-2%,21%,-1.7,1141,-12%,0.81,-0.28,-0.084,0.85,i
Cc1cc(-c2cc(C(=O)NC3CCCC3)on2)nc(NCC2CC2)n1,.,.,.,0.43,789,.,.,7%,8%,-0.9,1217,0%,2.2,-0.63,1.3,-0.99,i
CC(C)(C)N1CC2([N+](=O)[O-])CN(C(C)(C)C)CC([N+](=O)[O-])(C1)C2,4.5,1.6,3.4,0.41,1513,i,3,-2%,8%,-2.5,1427,-1%,1,-0.27,0.82,-0.23,i
CCn1c(Cc2ccccc2)nnc1SCC(=O)Nc1ccc2c(c1)OCCO2,1.7,0.7,4.4,0.53,1218,i,-1,20%,1%,-0.2,1040,-24%,-0.83,-0.28,-0.38,0.47,i
CC(=O)c1cnc2c(C(=O)O)cnn2c1C,1.3,2.2,5.6,0.54,1441,i,1,5%,-22%,-0.7,1344,-1%,-0.005,-0.22,-0.4,0.018,i
CC1OC(OC2C(OC3C(O[C@H]4CC[C@]5(C)C6C=C[C@]78OC[C@@]9(CC[C@@H](C)[C@H](C)C97)[C@H](O)C[C@@]8(C)[C@]6(C)CC[C@H]5C4(C)C)OC(C)C(O)C3O)OC(CO)C(O)C2O)C(O)C(O)C1O (stereo not given in full),.,.,.,.,.,.,.,-3%,5%,2.7,1225,10%,-3.9*,0.68*,-2.9*,-3.4*,i
Cc1nc2c(-c3ccc(F)cc3)c(C)nn2c(C)c1CCC(=O)N1CCN(c2ccccn2)CC1,3.2,2.5,0.5,0.98,979,i,-22,-11%,-9%,.,.,2%,2.6,0.0078,1.7,-1.5,i
CCOP(=O)(c1ccc(N(C)C)cc1)C(O)c1c(Cl)cccc1Cl (stereo not given),2.5,0.7,15,0.02,1372,i,1,-3%,-16%,.,.,-8%,3.3,-0.28,2,-0.93,i
CN(C)CCNC(=O)c1scc2c1CCCC2,.,.,.,0.26,1002,.,.,0%,-1%,0.1,1321,0%,0.14,-0.69,0.28,-1,i
CN(Cc1ccccc1)c1ccc([N+](=O)[O-])cc1C(=O)O,4.9,1.7,8.3,0.02,1271,i,-5,13%,20%,-0.2,1086,-31%,-1.1,-0.31,-0.6,1.6,i
N=c1n(Cc2ccc(Cl)cc2)c2ccccc2n1CC(O)COc1ccccc1 (stereo not given),21*,20*,32*,-1.4,802,i,10,6%,-1%,5.7,900,28%,-0.096,0.76,0.54,-2.5,i
